# Screening data (PubChem BioAssay)
# Mcl1 Bid PPI: Mcl-1/Bid interaction inhibition | Q07820 | TR-FRET Mcl-1/Bid-Dy647 peptide binding, 1536-well | 0.97% of 220,000 active | inhibition, % at 21.7 µM;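 active = compounds that cut the binding signal by more than half at the single screening dose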;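 note: His-tagged Mcl-1 with europium anti-His antibody binding Bid BH3 peptide; 0% = Mcl-1 plus peptide wells and 100% = peptide-only wells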
# Target sequence (Q07820 whole entry, looked up): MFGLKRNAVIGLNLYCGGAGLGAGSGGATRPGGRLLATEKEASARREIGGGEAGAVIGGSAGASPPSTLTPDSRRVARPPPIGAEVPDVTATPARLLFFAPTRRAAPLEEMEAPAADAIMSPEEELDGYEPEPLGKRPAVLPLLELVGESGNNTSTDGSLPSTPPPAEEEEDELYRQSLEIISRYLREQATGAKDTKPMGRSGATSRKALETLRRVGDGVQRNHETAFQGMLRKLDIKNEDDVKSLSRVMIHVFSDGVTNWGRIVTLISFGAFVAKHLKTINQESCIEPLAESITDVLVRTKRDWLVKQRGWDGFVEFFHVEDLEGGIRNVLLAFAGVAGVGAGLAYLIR
# HRas wt GTP: modulators of GTP binding to human HRas wildtype. P01112. GST-Ras wt beads, Bodipy-FL-GTP binding, flow cytometry; actives lie on both sides. 0.14% of 190,000 active. AID 759. GTP binding activity, % at 10 µM;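 active = GTP binding activity at least 20% away from the 100% baseline, either lowered as inhibitor or raised as activator; inconclusive = flagged as likely green fluorescent, judged across all proteins in the well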;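 note: 0% = unlabeled GTP competition control and 100% = no-compound control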
# Target sequence (P01112 whole entry, looked up): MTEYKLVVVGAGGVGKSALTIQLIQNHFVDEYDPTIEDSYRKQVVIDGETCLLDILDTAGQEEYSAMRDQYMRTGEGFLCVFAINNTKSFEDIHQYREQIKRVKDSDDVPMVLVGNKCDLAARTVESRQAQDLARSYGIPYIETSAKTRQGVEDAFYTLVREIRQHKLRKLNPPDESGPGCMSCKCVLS
# Pf gamet viab: kills late stage P. falciparum gametocytes. P. falciparum stage V gametocytes, ATP luminescence, 24 h. inhibition, % at 10.9 µM. 0.065% of 150,000 active;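 active = inhibition above the mean plus 3 SD of compounds within the control limits, set per campaign, cut at about 38% in these data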;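 note: 0% = DMSO wells and 100% = medium only without gametocytes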
# Mcl1 Noxa PPI: Mcl-1/Noxa interaction inhibition | TR-FRET Mcl-1/Noxa peptide binding, 2 h | 1.5% of 220,000 active | inhibition, % at 21.7 µM | Q07820;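 active = compounds that cut the protein-peptide binding signal by more than 50% relative to plate controls in a single-dose test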;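 note: His-tagged Mcl-1 with rhodamine Noxa BH3 peptide and terbium anti-His antibody; 0% = Mcl-1 plus Noxa peptide wells and 100% = peptide-only wells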
# Rab7 wt modul: alters GTP binding to wildtype dog Rab7; GST-Rab7 beads, fluorescent GTP binding, flow cytometry; actives lie on both sides; untreated = 100%, excess cold GTP = 0%; GTP binding activity (percent of control), % at 10 µM; 0.055% of 190,000 active;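 active = fluorescent GTP binding to Rab7 beads changed by at least 20 points from the 100% baseline, either direction, mostly lower; inconclusive = compound itself probably fluorescent, or too few beads counted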;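 note: median green fluorescence of bound Bodipy-FL-GTP per Rab7 bead population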
# Avidin fluor: avidin bead compound fluorescence profile; AID 1775; Avidin beads, compound fluorescence 488/530 nm, flow cytometry; stronger effect = higher value; fluorescence (KMESF) at 10 µM; 0.38% of 220,000 active; in the data active = fluorescence above about 47; note: inactives centre near 10
# Rac1 act GTP bind: modulators of GTP binding to human Rac1 activated mutant; P63000; GST-Rac1 activated beads, fluorescent GTP binding, flow cytometry; actives lie on both sides; 100% means binding = to untreated wells; percent activity (GTP binding), % at 10 µM; 0.11% of 190,000 active; AID 764;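 active = GTP binding at least 20 percentage points away from the 100% baseline, in either direction, so actives lie on both sides; inconclusive = Compound likely fluorescent itself, or too few beads counted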
# Mcl-1 Bim block: disrupts Bim peptide binding to human Mcl-1 | Bead-based flow cytometry, Bim peptide-Mcl-1 binding | 0.1% of 190,000 active | Q07820 | inhibition, % at 10 µM | AID 1009; in the data active = inhibition above about 40%;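 note: 0% = no compound tracer wells and 100% = peptide blocker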
# Rac1 wt modul: alters GTP binding to wildtype human Rac1; GST-Rac1 beads, fluorescent GTP binding, flow cytometry; actives lie on both sides; 0 = cold GTP competed, 100 = untreated; AID 757; P63000; 0.27% of 190,000 active; GTP binding activity (% of control), % at 10 µM;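 active = GTP binding activity at least 20 points away from the 100% control level, either lower or higher; inconclusive = compound flagged as likely green fluorescent, judged across all proteins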
# Cdc42 wt GTP: modulators (inhibitors or activators) of GTP binding to human Cdc42 wildtype. P60953. GST-Cdc42 beads, Bodipy-GTP binding, flow cytometry; actives lie on both sides. percent activity (GTP binding), % at 10 µM. 0.2% of 190,000 active. AID 761;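 active = percent activity GTP binding at least 20 points away from the 100% baseline, either down as inhibitor or up as activator; inconclusive = compound flagged as likely green fluorescent from well-wide comparison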;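 note: median bead fluorescence of bound Bodipy-FL-GTP at 100 nM; 0% = excess unlabeled GTP control and 100% = no compound control; below 100% means less GTP binding so inhibitor and above means activator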
# Target sequence (P60953 whole entry, looked up): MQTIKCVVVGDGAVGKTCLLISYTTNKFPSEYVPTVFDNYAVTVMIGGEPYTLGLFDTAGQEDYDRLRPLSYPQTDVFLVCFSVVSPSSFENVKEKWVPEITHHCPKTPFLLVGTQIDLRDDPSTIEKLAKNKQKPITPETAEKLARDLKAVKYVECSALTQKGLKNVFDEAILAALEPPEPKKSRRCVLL
# Rab2A wt mod: changes GTP binding to wildtype dog Rab2A, up or down | P61105 | GST-Rab2 wt beads, Bodipy-GTP binding, flow cytometry | GTP binding activity, % at 10 µM | 0.19% of 190,000 active | AID 760;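 active = GTP binding activity at least 20 points away from 100%, either lowered or raised; inconclusive = signal likely due to the compound's own green fluorescence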;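 note: 0% = beads with excess unlabeled GTP and 100% = no-compound control corrected for plate trend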
# * hit, by the source's call; ? = inconclusive; . = not tested or not shown.
no.	smiles	Mcl1 Bid PPI	HRas wt GTP	Pf gamet viab	Mcl1 Noxa PPI	Rab7 wt modul	Avidin fluor	Rac1 act GTP bind	Mcl-1 Bim block	Rac1 wt modul	Cdc42 wt GTP	Rab2A wt mod
1	Cc1cc(C)cc(-n2c(C)cc(/C=N/NC(=O)c3cccc([N+](=O)[O-])c3C)c2C)c1	-62	104	.	2	104	23	98	1	105	104	103
2	COc1cccc(/C=N/NC(=O)C(C)n2nc(C)c([N+](=O)[O-])c2C)c1O (centres undefined)	-66	100	.	-23	93	8	96	-5	102	102	99
3	CCOCCCNCC(=O)NC1(C)C2CCC(C2)C1(C)C (centres undefined)	40	100	.	9	100	9	100	-1	101	98	101
4	O=C(NCCCN1CCOCC1)c1cc2c(s1)CCC2	-6	100	.	-4	102	7	101	-3	109	103	102
5	Cc1nc2ccc3nc(NC(=O)C4COc5ccccc5O4)sc3c2s1 (centres undefined)	-3	99	.	6	99	21	100	-8	107	101	102
6	CCn1c(=O)c2c(n3cnnc13)-c1ccccc1CC21CCCCC1	-21	104	.	9	99	12	103	-1	107	106	101
7	O=C(OCCN=C1NS(=O)(=O)c2ccccc21)c1cccs1	-13	94	-3	-9	98	6	92	5	92	94	93
8	Cc1nc2c(ccc3c2ccc2nc(C)sc23)s1	-5	100	12	-8	94	17	99	2	103	100	95
9	COc1cccc(C(=O)c2sc(NC(C)C)nc2N)c1	-32	100	-14	5	98	35	98	-2	105	99	99
10	O=C(Nc1ccc(F)cc1)c1nn(-c2ccccc2)c(=O)cc1Cl	2	91	17	4	95	9	89	1	87	90	93
11	CCOc1cccc(/C=N/N2C(=O)CSC2=S)c1O	-39	92	15	38	91	19	94	1	95	93	94
12	O=C(Nc1cc(C(F)(F)F)ccc1N1CCOCC1)c1ccc2ccccc2n1	-21	98	-10	68*	100	14	99	-6	103	94	99
13	NC(=O)C1CCN(S(=O)(=O)Cc2ccccc2Cl)CC1	-27	101	-3	18	104	11	98	1	100	95	99
14	CCn1c(SCC(=O)c2ccc(Cl)cc2)nnc1C(C)C	-29	95	.	19	97	7	94	-1	93	95	95
15	Cc1ccc(N(C(=O)Cn2nnc(-c3cccs3)n2)C(C(=O)NC2CCCC2)c2ccncc2)cc1 (centres undefined)	-16	104	-1	-2	104	9	97	2	106	101	99
16	Cc1ccccc1CN(c1ccc(C(=O)NCc2ccccn2)cc1)S(C)(=O)=O	-21	97	-12	8	101	10	92	0	97	98	97
17	COc1ccccc1NCC(=O)N/N=C(\C)c1ccc(Br)s1	-36	100	7	5	102	9	98	-1	100	100	100
18	COC(=O)CN1C(=O)N/C(=C/c2ccc(C)o2)C1=O	-26	99	-8	33	104	5	99	-3	100	100	101
19	CCOC(=O)c1c(NC(=O)Nc2cccc(Cl)c2)sc(C)c1C	-14	100	.	-4	97	9	100	0	100	101	100
20	Cc1ccc(N(C(=O)C2CCCO2)C2C=CS(=O)(=O)C2)cc1Cl (centres undefined)	-8	101	-4	-1	100	8	101	0	102	104	101
21	CCn1c(SCC(=O)Nc2ccc3c(c2)c2ccccc2n3CC)nnc1-c1cnccn1	0	?	.	0	?	30	?	-4	?	?	?
22	CCCCn1c(CN2CCN(c3ccccc3)CC2)nc2c1c(=O)n(C)c(=O)n2C	-22	101	.	4	101	8	99	0	102	101	101
23	Cc1ccc(S(=O)(=O)Nc2ccnc(-c3cccnc3)n2)cc1	7	89	.	13	98	10	90	4	93	86	86
24	CCCN1CC23C=CC(O2)C(C(=O)O)C3C1=O (centres undefined)	-14	103	.	13	103	7	96	1	100	99	102
25	O=C(Nc1ccc2c(c1)OCO2)c1ccc[n+]([O-])c1	-23	101	8	-8	103	18	99	-3	100	103	101
26	CC(C)=C1SC(N2CCOCC2)=NC1=O	-22	103	4	-13	102	7	100	-1	110	100	101
27	CCOC(=O)C1CCN(CCC(=O)Nc2ccc(Cl)cc2)CC1	-1	104	.	4	105	11	96	-1	107	104	101
28	Nc1c(C(=O)NCc2ccco2)sc2nc3c(cc12)C(=O)CCC3	-45	?	.	88*	?	2	?	11	?	?	?
29	COCCN1C(=O)N(c2cccc(C)c2)C(=O)C1CC(=O)Nc1ccc(F)cc1 (centres undefined)	-17	98	-13	10	100	7	97	0	99	100	100
30	CCOC(=O)c1c(C)nc2sc3c(=O)[nH]cnc3c2c1-c1ccc(OC)cc1	-2	103	-5	4	106	2	101	0	102	104	103
31	CC(C)(C)NC(=O)C(c1ccc(O)cc1)N(C(=O)CCC(=O)Nc1nccs1)c1ccccc1F (centres undefined)	-8	98	5	6	100	9	95	0	98	98	97
32	CCc1c(C)nc(SC)n(CC#N)c1=O	9	100	.	4	97	15	94	2	97	98	97
33	COc1ccc(-c2cc(-n3c(C(F)(F)F)nc4ccccc43)n(CCC#N)n2)cc1	0	95	.	9	96	20	93	-3	92	94	95
34	O=C(Cc1coc2cc3c(cc12)CCC3)OCc1cc(=O)n2c(n1)sc1ccccc12	-16	98	.	51*	100	16	94	-3	96	96	97
35	O=S(=O)(c1ccccc1)c1cnc(-c2cccnc2)nc1-c1ccc(Cl)cc1Cl	-11	95	-15	-22	93	31	95	0	101	98	94
36	O=C(Nc1ccc(F)cc1F)c1ccccc1-c1ccccc1	0	97	-11	7	97	6	96	9	100	100	96
37	O=C(CCn1c(=O)sc2ccccc21)NCc1cccs1	-9	99	.	-23	97	4	97	-6	104	98	99
38	COc1ccc(-c2cc(C(=O)NCCCn3ccnc3)no2)cc1	-12	102	-20	2	108	5	97	0	101	95	102
39	Cn1c(NC(=O)Cc2ccc(F)cc2)cc(=O)n(C)c1=O	65*	101	.	0	101	19	100	0	105	105	102
40	COCCn1c(SCC(=O)N2CCCc3ccccc32)nnc1-c1ccco1	-17	96	9	28	96	17	97	-4	96	95	97
41	CCS(=O)(=O)Nc1cc(C(=O)O)ccc1C	3	97	-16	-3	96	12	92	-2	103	101	98
42	CCCc1cc(=O)[nH]c(SCc2ccc(C#N)cc2)n1	7	96	.	1	100	11	95	0	96	97	98
43	Cc1nc(N2CCC(C)CC2)c2c(C)c(C(=O)Nc3ccc(C)c(F)c3)sc2n1	-15	99	7	-15	106	10	94	-2	103	96	103
44	CCOc1ccc(Cc2onc3c2C(=O)CC(C)(C)C3)cc1OCC	-1	97	-8	2	102	8	96	0	97	97	97
45	CCOC(=O)c1c(C)[nH]c(C2=NNC(=Nc3ccccc3OC)SC2)c1C	-76	98	7	26	98	7	99	-6	101	97	97
46	O=C(c1cccs1)C1CCCN(Cc2nc(Cc3ccccc3F)no2)C1 (centres undefined)	-17	96	4	12	97	33	94	0	95	98	95
47	O=S(=O)(c1ccccc1)c1cnn2c(C(F)(F)F)cc(-c3ccccc3)nc12	-11	98	15	-19	95	24	98	0	103	98	98
48	CCOC(=O)N1CCC(N2C(=O)c3ccccc3C2Nc2ccc(S(=O)(=O)N(CC)CC)cc2)CC1 (centres undefined)	-8	97	-16	-2	97	7	96	21	101	97	95
49	CC1(C)CN(c2cccc(-c3ccnc4ncnn34)c2)C1=O	-8	102	.	1	99	15	101	-1	101	100	104
50	O=C(CCN1C(=O)/C(=C\c2cccs2)SC1=S)Nc1nccs1	-11	103	19	10	102	2	99	0	106	101	101

# (list continues)
no.	smiles	Mcl1 Bid PPI	HRas wt GTP	Pf gamet viab	Mcl1 Noxa PPI	Rab7 wt modul	Avidin fluor	Rac1 act GTP bind	Mcl-1 Bim block	Rac1 wt modul	Cdc42 wt GTP	Rab2A wt mod
51	O=c1[nH]c(SCc2cccc(F)c2)nc2c1CCCC2	0	96	-8	-5	96	4	97	-6	99	96	96
52	CCCCn1c(SCC(=O)N2CCOCC2)nnc1-c1cccs1	-5	104	.	-16	106	10	100	1	107	102	105
53	Cc1ccsc1C(=O)OCC(=O)NCCC1=CCCCC1	3	96	15	-4	96	23	99	-4	100	101	97
54	COCCCn1c(=O)/c(=C\c2ccccc2OC(F)F)s/c1=C(/C#N)C(=O)N1CCOCC1	-28	97	-5	11	91	10	95	0	95	93	94
55	Cc1ccc2cc(C#N)c(NCCNC(=O)C3CCC3)nc2c1C	.	99	.	.	95	8	98	2	101	101	98
56	CC(C)CNC(=S)NC1CC2CCCC(C1)N2C1CCCCC1 (centres undefined)	-30	97	9	7	103	22	97	-1	100	98	100
57	O=C(O)c1cc(-c2ccccc2)n(-c2ccccc2)n1	-30	94	28	30	94	17	92	0	92	95	93
58	Clc1ccccc1N1CCN(c2ncnc3nc[nH]c23)CC1	-9	98	.	9	99	8	98	-4	98	99	98
59	Cc1ccc(NC(=O)OCC(F)(F)C(F)F)cc1NC(=O)OCC(F)(F)C(F)F	-8	98	13	2	95	20	94	-1	98	101	94
60	CCOc1ccccc1NC(=O)C(OC(=O)c1ccccc1NS(=O)(=O)c1cccs1)c1ccccc1 (centres undefined)	-5	100	.	8	100	3	100	-5	107	98	100
61	Cc1ccc(Cl)cc1N(CC(=O)Nc1cccc(N(C)S(C)(=O)=O)c1)S(C)(=O)=O	-4	98	0	-10	105	10	94	0	95	94	97
62	COc1ccc2c(c1)NC(c1cc(Cl)cc(Cl)c1O)c1cccn1-2 (centres undefined)	0	93	17	26	99	7	92	-1	96	98	95
63	CSc1ccccc1C(=O)N1CCN(c2ncccn2)CC1	2	94	15	-12	93	14	97	-2	97	101	96
64	Cc1c(C(=O)C(=O)NCc2ccco2)c2ccccc2n1C	-53	100	.	13	107	8	99	-4	104	101	102
65	O=C(COc1nc2ccccc2nc1N1CCOCC1)Nc1cccc(S(=O)(=O)N2CCCCC2)c1	9	99	8	-68	99	6	97	-1	100	99	98
66	COc1ccc(-c2nn(-c3ccccc3)cc2/C=C\C(=O)Nc2ccc(C(=O)O)cc2)cc1	-1	89	.	41	90	12	87	0	89	86	87
67	CC(C)(CN1CCCCC1)NS(=O)(=O)c1ccc(Cl)cc1	-11	100	21	26	96	14	96	-2	96	103	100
68	FC(F)(F)c1ccc(/C=N/NC(=S)NC2CCCCC2)cc1	-24	96	.	-7	94	21	96	0	92	93	95
69	Cc1noc(C)c1CC(=O)N1CCCC(C(=O)c2ccc(C(C)(C)C)cc2)C1 (centres undefined)	-21	97	5	6	97	10	95	2	95	94	97
70	Nc1ccc(C(=O)OCc2nc3c(ccc4ccccc43)[nH]2)cc1	-7	101	-2	11	99	7	102	-1	102	103	102
71	COc1ccc2c(c1)C=C(CN1CCC(CO)(CCc3ccccc3)CC1)CO2	-28	97	6	7	107	9	96	-4	98	95	98
